Screening results (PubChem)
RAD54 branch = blocks human RAD54 Holliday junction branch migration. FAM/BHQ fluorescence. AID 602329. 360,000 compounds, 0.14% hits. inhibition, % at 10.4 µM;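 active means mean normalized replicate activity at least 40 and at least half of replicates scoring 40 or more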;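 further: 0% = median of neutral control wells and 100% = median of positive control wells; inhibitors cause a drop in the FAM fluorescence signal; in these data hits start at about 50%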
ERAP1 inh = inhibitors of human ERAP1 aminopeptidase; AID 652197; Q9NZ08; inhibition, % at 10.7 µM; recombinant ERAP1, Leu-AMC fluorescence, 60 min; 340,000 compounds, 0.15% hits;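 active means mean replicate inhibition of at least 30%, or all replicates individually reaching that 30% level; inactive means mean below 30% and not every replicate reaching it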;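 further: 0% = neutral control wells and 100% = L-leucinethiol positive control wells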
INS-1E GSIS act = GLuc luminescence reporter in INS-1E cells, primary screen for activators of glucose-dependent secretion of insulin; INS-1E GLuc reporter insulin secretion, 2-3 h; 370,000 compounds, 0.61% hits; activation, % at 16.6 µM;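 active means lowest replicate activation of at least 40%, so every replicate reaches that level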;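 further: 0% = median of neutral control wells and 100% = median of IBMX positive control wells; some compounds called inactive have numbers as strong as hits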
CFTR F508del cor = CFTR F508del correction in bronchial cells. CFBE cells, YFP halide quenching; stimulated with forskolin plus potentiator P3; % fluorescence drop versus neutral controls. activity (quench increase), % at 7.58 µM. 350,000 compounds, 0.36% hits;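 active means mean added fluorescence quench of at least 8% versus neutral control, with both replicates also reaching 8%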;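 further: cells transiently co-express mutant CFTR-F508del with the halide-sensitive YFP; corrector assay measuring rescue of mutant channel to the surface after 24 h compound exposure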
ARNT-TACC3 inh = ARNT/TACC3 interaction disruption; Q9Y6A5; AlphaScreen His-ARNT PAS-B/GST-TACC3 binding, luminescence; TACC3 fragment carries E629A point mutation; inhibition, % at 9.99 µM; 390,000 compounds, 0.66% hits; AID 623870;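 active means mean inhibition of replicates at least 50% and at least half of replicates each reaching 50%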;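 further: 0% = complete ARNT plus TACC3 wells and 100% = ARNT alone without TACC3; many hits fall short of the cut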
esBAF inh = inhibitors of esBAF chromatin remodeling in mouse ES cells; Bmi1-luciferase knock-in reporter, 24 h; 100% = twice the neutral-well signal; reporter increase, % at 12.5 µM; 350,000 compounds, 2% hits; AID 602393; in the data active means activation above about 40%;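 further: 0% = median of the plate's neutral control wells and 100% = double that signal; a rise in the Bmi1 reporter signal indicates esBAF inhibition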
XiGFP reactiv = reactivates the inactive X chromosome in mouse fibroblasts; 360,000 compounds, 0.055% hits; activation, % at 7.58 µM; XiGFP mouse fibroblasts, % GFP-positive cells imaging, 3 d; cells co-treated with 5-aza-dC sensitizer; scaled so ellipticine positive control = 100%; AID 743238;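 active means mean normalized replicate activation at least 10% and every replicate at or above 10%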;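 further: 0% = median of on-plate neutral control wells and 100% = ellipticine 6 µM median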
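Schedule: 3 d treatment, 15 min room-temperature fixation; system: 68-5-11 XiGFP fibroblast line; buffer or medium: DMEM plus 5-aza-dC sensitizer; control set: ellipticine 6 µM positive control; compound: one concentration, pinned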
RAD52 inh = inhibitors of human RAD52 DNA annealing; P43351; 360,000 compounds, 0.46% hits; recombinant RAD52 DNA annealing, FRET fluorescence; inhibition, % at 18.7 µM;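 active means every replicate showing at least 50% inhibition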
Target sequence (P43351 whole entry, looked up): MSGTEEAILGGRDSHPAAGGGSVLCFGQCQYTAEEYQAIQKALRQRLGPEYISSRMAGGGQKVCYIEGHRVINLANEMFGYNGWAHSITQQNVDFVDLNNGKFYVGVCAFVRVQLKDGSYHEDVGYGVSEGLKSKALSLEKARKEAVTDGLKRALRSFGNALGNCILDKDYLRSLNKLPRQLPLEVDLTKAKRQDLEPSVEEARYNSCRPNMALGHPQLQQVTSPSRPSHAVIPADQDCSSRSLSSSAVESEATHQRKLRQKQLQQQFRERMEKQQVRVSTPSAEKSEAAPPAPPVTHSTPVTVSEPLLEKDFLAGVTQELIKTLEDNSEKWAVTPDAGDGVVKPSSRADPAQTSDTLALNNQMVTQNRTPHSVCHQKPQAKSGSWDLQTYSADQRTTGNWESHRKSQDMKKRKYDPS
* = called active by the depositor; x = no result given; & = joins results of further samples.

SMILES	RAD54 branch	ERAP1 inh	INS-1E GSIS act	CFTR F508del cor	ARNT-TACC3 inh	esBAF inh	XiGFP reactiv	RAD52 inh
C[C@@H]1CN([C@@H](C)CO)C(=O)Cc2cc(NC(=O)Nc3ccccc3)ccc2O[C@@H]1CN(C)C(=O)Nc1ccccc1	-5	-3	-16	-2.2	14	3	0.0	15
CSCCC(NC(=O)c1ccccc1)C(=O)NCCCSc1ccccc1 (stereo unspecified)	-7	-1	-19	-1.0	3	-3	0.0	3
N#Cc1cccc(-c2ccc(C3[C@@H]4CN(S(=O)(=O)c5ccccc5F)C[C@H]3N4)cc2)c1 (stereo partly specified)	x	6&3	0&-6	1.8&2.4	x	x	0.1&0.0	26&50
CCCCNc1c(-c2ccc(OC)c(SC3CCCCC3)c2)nc2ccc(C)cn12	2	-1&3	-3&-17	1.4&4.1	7	-7	-0.3&0.0	-13&-18
O=C(Nc1ccccc1)N[C@@H]1CC[C@H](CCn2cc(-c3ccccc3F)nn2)O[C@H]1CO	x	-7	27	0.4	x	x	-0.4	5
CCN1CCN(c2ccc(S(=O)(=O)N3CCOCC3)cc2NC(=O)CCOc2ccccc2)CC1	3	3	7	-0.1	24	-3	0.0	-3
C[C@H]1CCCCO[C@@H](CN(C)Cc2ccncc2)[C@@H](C)CN([C@@H](C)CO)C(=O)c2cc(NC(=O)Nc3ccc4c(c3)OCO4)ccc2O1	-1	0	-20	-0.4	14	80*	-0.1	4
COc1cc(-c2nnc(COC(=O)c3ccc([N+](=O)[O-])o3)o2)cc(OC)c1OC	-9	1	5	2.8	x	-11	-0.2	-14
CCOC(=O)N1CCC(NC(=O)c2cc(-c3ccc(OC)cc3)nc3ccccc23)CC1	-6	-3	31	-1.3	-2	22	0.0	-18
C[C@@H]1CCCCO[C@@H](CN(C)C(=O)Nc2ccccc2)[C@@H](C)CN([C@H](C)CO)C(=O)c2cc(NS(=O)(=O)c3cccs3)ccc2O1	-13	-1	1	-2.1	-8	-2	-0.1	5
Fc1ccc(-n2c(-c3ccc4ccccc4n3)n[nH]c2=S)cc1	x	0	21	3.1	x	x	0.0	-16
Cc1cc(C)c2cccc(NC(=S)NC(=O)c3ccccc3)c2n1	-9	x	4	x	-3	5	x	x
O=S(=O)(c1ccc2c(c1)CCCN2)N1CCCC2CCCCC21 (stereo unspecified)	11	0	-29	4.8	-8	13	0.0	-18
COc1ccc(-c2ccc(-c3cc(=O)oc4cc(OC)c(OC)c(OC)c34)cc2)cc1OC	2	x	-28	-3.2	-3	2	0.2	1
COC(=O)c1c(NC(=O)COC(=O)c2ccc(C)s2)sc2c1CCCCC2	-1	0	10	-1.7	-6	x	0.1	-20
CCC(c1nc2ccccc2c(=O)n1-c1cccnc1)N1C(=O)c2ccccc2C1=O (stereo unspecified)	-6	1	7	-8.1	-3	-4	x	0
CCC(CC)NC(=O)c1nn(Cc2ccccc2)c(=O)c2ccccc12	0	1	5	1.2	-7	0	0.1	-11
COc1ccc(OC)c(C2=CC(=O)C[C@H](c3ccc4c(c3)OCO4)C2)c1	9	3	8	4.3	-9	1	0.0	-11
CC(C)NC(=O)Nc1cccc2c1O[C@@H](CN(C)Cc1ccc(C(=O)O)cc1)[C@@H](C)CN([C@@H](C)CO)C2=O	1	1	-7	-1.1	-13	1	-0.1	-2
Cn1ccc(-c2ccccc2)n1	-8	x	10	2.9	-2	12	0.0	-16

Two of the compounds above, comma-delimited.
structure,RAD54 branch,ERAP1 inh,INS-1E GSIS act,CFTR F508del cor,ARNT-TACC3 inh,esBAF inh,XiGFP reactiv,RAD52 inh
N#Cc1cccc(-c2ccc(C3[C@@H]4CN(S(=O)(=O)c5ccccc5F)C[C@H]3N4)cc2)c1 (stereo partly specified),x,6&3,0&-6,1.8&2.4,x,x,0.1&0.0,26&50
C[C@@H]1CN([C@@H](C)CO)C(=O)Cc2cc(NC(=O)Nc3ccccc3)ccc2O[C@@H]1CN(C)C(=O)Nc1ccccc1,-5,-3,-16,-2.2,14,3,0.0,15

(further entries)
SMILES	RAD54 branch	ERAP1 inh	INS-1E GSIS act	CFTR F508del cor	ARNT-TACC3 inh	esBAF inh	XiGFP reactiv	RAD52 inh
CN(C(=O)CSc1nnc(-c2cccs2)n1N)c1ccccc1	5	0	-4	-0.8	-5	-8	0.1	-11
CCOc1ccc(CCNC(=O)CN2C(=O)CCSc3ccccc32)cc1	5	-4	-11	0.3	-13	-6	0.2	-7
CC(CC(=O)Nc1cc(S(=O)(=O)N2CCOCC2)ccc1OCC(F)(F)F)c1ccccc1 (stereo unspecified)	0	3	-27	-2.9	0	-2	2.3	-8
CCc1cccc2cc3c(N)c(C(=O)Nc4ccc(S(=O)(=O)N5CCCC5)cc4)sc3nc12	-2	x	-2	x	-4	x	89*	x
Cc1cc(O)cc2c1O[C@@](C)(CCC[C@@H](C)CCC[C@@H](C)CCCC(C)C)CC2	4	x	x	1.2	0	3	0.1	-17
Cc1ccc(NC(=O)C2CCN(C(=O)[C@@H]3Cc4ccccc4CN3)CC2)cc1	-4	0	-2	-1.9	0	54*	0.1	3
Cc1ccc(NC(=O)CSc2n[nH]c(-c3cccnc3)n2)cc1Cl	1	-5	-3	-1.4	0	-6	x	-14
C[C@@H]1CCCCO[C@@H](CN(C)CC2CCCCC2)[C@H](C)CN([C@H](C)CO)C(=O)c2cc(NS(=O)(=O)c3ccccc3)ccc2O1	-3	0	-2	1.3	-2	-2	-0.1	23
CCN(CC(=O)Nc1ccc(NC(C)=O)cc1)C(=O)CSc1nnc(-c2ccco2)n1CC	-10	0	-15	3.1	-4	1	0.2	-8
COc1ccccc1NC(=O)c1ccc2c(c1)N(CC(=O)NC(C)(C)C)C(=O)C(C)(C)O2	-3	-5	4	2.2	-4	5	0.0	-2
O=c1[nH]c(CSc2nnc(Nc3ccccc3)s2)nc2ccccc12	-11	1	-3	2.8	-1	-14	0.3	-20
CC1CCCCC1NC(=O)CN1CCC(O)(c2ccc3c(c2)OCO3)CC1 (stereo unspecified)	x	-1	-12	-2.9	5	x	0.1	2
COc1ccccc1C1=CC(=O)C[C@H](c2ccc(Cl)cc2)C1	9	0	0	2.0	-1	0	0.2	-7
COc1ccccc1N(CC(=O)NCCSc1ccccn1)S(=O)(=O)c1ccccc1	-5	9	9	-2.0	-1	-4	0.2	-8
COc1ccc(N2CCN(C(=S)Nc3cc(C)ccc3C)CC2)cc1	-8	4	-8	1.8	-6	-6	x	-8
Cc1cc(Cl)ccc1OCCCC(=O)N1CCN(S(=O)(=O)c2ccccc2)CC1	x	0	-44	-3.0	1	x	0.0	7
Cc1cc(SCC(=O)c2ccccc2)nc(=O)[nH]1	-7	5	-3	1.2	0	19	0.0	-26
CC(C)c1ccc(NC(=O)Nc2nc(C(N)c3ccccc3)cs2)cc1 (stereo unspecified)	1	2	x	-0.4	x	-4	-0.1	-87
CCNC(=O)C[C@@H]1CC[C@@H]2[C@H](COc3ccc(NC(=O)Nc4c(C)noc4C)cc3C(=O)N2C)O1	0	2	-2	-4.4	16	-3	0.2	-5
CN(C(=O)CSc1nc(-c2ccccc2)cs1)C1CCS(=O)(=O)C1 (stereo unspecified)	4	2	-2	x	-6	8	x	8

3 consecutive compounds already listed:
SMILES	RAD54 branch	ERAP1 inh	INS-1E GSIS act	CFTR F508del cor	ARNT-TACC3 inh	esBAF inh	XiGFP reactiv	RAD52 inh
CN(C(=O)CSc1nnc(-c2cccs2)n1N)c1ccccc1	5	0	-4	-0.8	-5	-8	0.1	-11
CCOc1ccc(CCNC(=O)CN2C(=O)CCSc3ccccc32)cc1	5	-4	-11	0.3	-13	-6	0.2	-7
CC(CC(=O)Nc1cc(S(=O)(=O)N2CCOCC2)ccc1OCC(F)(F)F)c1ccccc1 (stereo unspecified)	0	3	-27	-2.9	0	-2	2.3	-8

One compound at a time, from the list above. Values in the order: RAD54 branch | ERAP1 inh | INS-1E GSIS act | CFTR F508del cor | ARNT-TACC3 inh | esBAF inh | XiGFP reactiv | RAD52 inh
O=c1[nH]c(CSc2nnc(Nc3ccccc3)s2)nc2ccccc12 reads -11 | 1 | -3 | 2.8 | -1 | -14 | 0.3 | -20
CCc1cccc2cc3c(N)c(C(=O)Nc4ccc(S(=O)(=O)N5CCCC5)cc4)sc3nc12 reads -2 | x | -2 | x | -4 | x | 89* | x
Cc1cc(SCC(=O)c2ccccc2)nc(=O)[nH]1 reads -7 | 5 | -3 | 1.2 | 0 | 19 | 0.0 | -26
CN(C(=O)CSc1nnc(-c2cccs2)n1N)c1ccccc1 reads 5 | 0 | -4 | -0.8 | -5 | -8 | 0.1 | -11

(listing goes on)
SMILES	RAD54 branch	ERAP1 inh	INS-1E GSIS act	CFTR F508del cor	ARNT-TACC3 inh	esBAF inh	XiGFP reactiv	RAD52 inh
Cc1ccc2cc(C#N)c(N3CCCN(S(=O)(=O)c4ccc(F)cc4)CC3)nc2c1	-10	-4	3	-0.9	-5	4	x	-140
CC1(C)OC(C)(C)/C(=C\c2ccccc2[N+](=O)[O-])C1=O	-9	-2	-1	-0.1	-7	4	0.1	-41
CCc1cc2c(-c3ccccc3)cc(=O)oc2cc1OC(=O)c1cccs1	x	-5	15	1.3	-5	x	0.1	-7
CCC(C)c1ccccc1NC(=O)COC(=O)C1=COCCO1 (stereo unspecified)	x	15	25	1.8	-6	x	0.0	-2
CC(=O)c1ccc(S(=O)(=O)N2CCN(CC(=O)Nc3ccc(Cl)c([N+](=O)[O-])c3)CC2)cc1	-4	-6	-23	3.7	-6	-15	-0.1	-16
Cc1ccc(CS(=O)(=O)c2ccc(C(=O)N3CCN(c4ccccn4)CC3)cc2[N+](=O)[O-])cc1	x	-1	-23	3.9	2	x	0.2	-10
COc1ccccc1CN1CC(C(=O)NCCc2ccc(C)o2)CCC1=O (stereo unspecified)	-7	0	8	3.0	3	6	0.2	-12
CCCCn1c(N)c(N(CCC(C)C)C(=O)C2=NN(c3cc(C)ccc3C)C(=O)CC2)c(=O)[nH]c1=O	-9	4	-4	-0.6	0	x	0.2	-4
C[C@H](CO)N1C[C@H](C)[C@H](CN(C)C(=O)NC2CCCCC2)Oc2ccc(NC(=O)CCC(F)(F)F)cc2CC1=O	0	-1	9	-2.8	5	7	-0.3	-2
CCOC(=O)CCCSc1nc2sc(C)c(C)c2c(=O)[nH]1	-4	4	15	-0.5	2	1	0.2	-12
COCC(=O)Nc1ccc2c(c1)C(=O)N(C)[C@H]1CC[C@@H](CC(=O)NC3CCCC3)O[C@H]1CO2	0	x	18	-1.8	4	-3	0.2	x
Oc1ccc(-c2csc(Nc3cccc4ccccc34)n2)cc1O	1	3	-12	2.0	2	-17	0.2	-2
COc1cccc(CC(=O)NNC(=O)CN(C)S(=O)(=O)c2ccc(C)cc2)c1	7	-2	25	-0.9	x	-7	0.0	-2
O=[N+]([O-])c1ccc(Sc2cccc3cccnc23)c([N+](=O)[O-])c1	-5	-1	3	-6.4	33	12	x	-7
